Glyco luc inh: N-linked glycosylation inhibition | reporter increase, % at 12.5 µM | D54 ERlucT glycosylation luciferase reporter, 24 h; percent of 100 nM tunicamycin response | 360,000 compounds, 0.23% hits;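 active means mean luciferase reporter signal, scaled so untreated is 0 and the glycosylation-blocking control 100, at or above a set limit in every replicate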;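 further: luciferase carries N-glycosylation sites so blocking glycosylation raises the light; 0% = median of neutral control wells and 100% = median of 100 nM tunicamycin wells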
MC4R barr agon: agonists of human melanocortin 4 receptor (MC4R) beta-arrestin; activation, % at 8.9 µM; 360,000 compounds, 0.98% hits; U2OS MC4R beta-arrestin complementation, luminescence; percent of melanotan II response, DMSO zero; P32245;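 active means activation above a per-plate cutoff, the mean activation of sample wells on that plate plus 3 SD, cut at about 8% in these data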
ABCB6 inh MLPCN: inhibitors of human ABC transporter ABCB6. Q9NP58. K562-ABCB6 porphyrin accumulation, flow cytometry, 1 h; active compounds read low. fluorescence ratio to DMSO, % at 10 µM. 360,000 compounds, 0.19% hits;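 active means fluorescence ratio to DMSO below 75%, the collection mean minus 3 SD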;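 further: signal is porphyrin accumulated inside mitochondria; 100% equals median channel fluorescence of DMSO control wells; lower ratio means ABCB6 inhibition with less porphyrin fluorescence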
TLR9-MyD88 inh: TLR9-MyD88 interaction inhibition. 340,000 compounds, 0.21% hits. inhibition, % at 4.98 µM. CHO BLA complementation TLR9-MyD88, CCF4 FRET ratio;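 active means inhibition above the mean over all tested compounds plus 3 SD, cut at about 21% in these data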;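 further: 0% = DMSO only wells and 100% = clavulanate BLA inhibitor control wells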
Vif imaging: blocks HIV Vif function; AID 602346; 340,000 compounds, 0.35% hits; HEK293T cells, Vif self-association by quenched fluorescence, imaging, 24 h; inhibition, % at 7.49 µM; in the data active means inhibition above about 50%, passing the limit was not always enough; further: some results filed as inactive read as strong as hits
NOD2-RIPK2 inh: blocks binding of human NOD2 to RIPK2. O43353. CHO BLA complementation NOD2-RIPK2, CCF4 ratio. inhibition, % at 4.98 µM. 360,000 compounds, 0.38% hits. AID 624267; in the data active means inhibition above about 21%;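 further: 0% = vehicle only and 100% = reference blocker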
MC4R antag cAMP: antagonists of human melanocortin 4 receptor (MC4R) | 360,000 compounds, 0.48% hits | inhibition, % at 6.5 µM | P32245 | MC4R-expressing cells, MTII-stimulated cAMP, LANCE TR-FRET;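 active means inhibition above its plate's cutoff, the mean of tested wells on that plate plus 3 SD, cut at about 29% in these data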;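 further: 0% = Melanotan II alone and 100% = Melanotan II plus saturating MCL0020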
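Assay system: U2OS-MC4R stable cell line; Also added: Melanotan II; Technique: Eu-cAMP/anti-cAMP TR-FRET, emission 671 nm; Times: 30-min compound, 1-h challenge, 1-h detection, room temperature.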
aDG glyco up: alpha-DG glycosylation activation | Pro5-aDG cells, alpha-DG glycosylation AlphaScreen (IIH6); 0% Pro5, 100% B10-LARGE cell signal | activation, % at 10 µM | 360,000 compounds, 0.22% hits | AID 624168;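 active means activation of at least 8% versus controls, or a plate z-score of at least 8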;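 further: Pro5 are CHO cells carrying HIG-tagged alpha-DG that lacks glycosylation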
Exocytosis inh: lytic granule exocytosis inhibition. TALL-104 LAMP-1 surface exposure, flow cytometry; cells stimulated with thapsigargin and PMA. inhibition, % at 10 µM. 360,000 compounds, 0.66% hits;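 active means inhibition above about 55%, limit read from the data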
ABHD5 PLIN5 PPI: ABHD5-PLIN5 protein interaction inhibition. Split G. princeps luciferase complementation, luminescence, 4 h. inhibition, % at 4 µM. 360,000 compounds, 0.78% hits. AID 602281;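 active means inhibition above the mean inhibition across every tested compound plus 3 SD, cut at about 22% in these data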;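 further: 0% = DMSO only wells and the 100% control is not disclosed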
* hit, by the source's call; · = not tested or not shown. This is a subset (hit frequency here may not be typical).

nr	compound	Glyco luc inh	MC4R barr agon	ABCB6 inh MLPCN	TLR9-MyD88 inh	Vif imaging	NOD2-RIPK2 inh	MC4R antag cAMP	aDG glyco up	Exocytosis inh	ABHD5 PLIN5 PPI
1	c1ccc(-c2cc3nc(NCc4cccs4)nc(NCc4ccc5occc5c4)c3s2)cc1	-5.8	0.7	101.0	·	16.7	-1.6	16.6	1.3	47.7	3.0
2	Nc1ccc(Br)cc1-c1nc2ccccc2[nH]c1=O	2.4	0.1	101.0	-9.5	·	-5.9	13.6	4.9	-0.1	-3.3
3	CC(C)N=C(NS(=O)(=O)NC(=O)c1ccccc1)c1ccccc1	2.8	0.3	101.0	-8.4	-0.9	-5.2	6.2	0.1	0.1	1.2
4	Nc1cc(S(=O)(=O)N2CCCCC2)ccc1Oc1ccccc1	-0.3	1.9	95.0	-6.3	-13.7	-7.2	7.5	0.5	1.6	-5.1
5	O=C(COC(=O)c1cc2ccccc2cc1O)NC(=O)NCc1ccco1	-0.6	1.9	104.0	-8.1	-1.1	3.5	11.3	-0.1	18.7	6.0
6	CCOC(=O)c1c(-c2ccc(C)cc2C)csc1NC(=O)CSc1nnnn1C	-14.8	14.8*	98.0	7.4	-8.6	-5.5	2.8	0.1	5.3	-19.0
7	O=C(C(c1ccccc1)c1ccccc1)N1CCN(Cc2ccccn2)CC1	0.1	-1.3	93.0	2.5	-3.5	-7.8	-5.8	-0.1	0.7	-0.4
8	O=C(Nc1ccccc1)C(=O)Nc1ccc2c(c1)N(C(=O)C1CC1)CCC2	-11.3	-1.5	87.0	9.0	-15.3	-22.2	5.7	-0.3	1.6	5.2
9	COc1ccc(C2SCC(C(=O)O)N2C(C)=O)cc1 (configuration not stated)	1.5	-1.5	99.0	-4.2	10.4	-3.4	-3.9	0.1	-4.1	-0.8
10	COc1cc(/C=N/NC(=O)c2cccc([N+](=O)[O-])c2)ccc1OC(=O)c1ccco1	1.1	-2.8	92.0	1.5	0.2	-5.4	5.3	0.2	1.2	0.9
11	CCOC(=O)c1c(C)c(C(=O)N2CCCCCC2)c(C)n1CC	1.1	0.7	104.0	0.4	-0.7	12.9	3.9	0.0	-2.1	-1.5
12	Cc1nc(N2CCC(C)CC2)c2c(C)c(C(=O)Nc3ccc(C)c(F)c3)sc2n1	-1.0	1.8	87.0	6.6	1.6	-9.3	11.9	0.0	-5.3	0.6
13	COc1ccc(NC(=S)NC2CCCC2)c(OC)c1	-1.5	0.9	107.0	9.8	10.0	-2.1	-2.3	0.0	13.7	8.3
14	COc1ccccc1CCNC(=O)c1cccc(NC(=O)CC2SC(N3CCCCC3)=NC2=O)c1 (configuration not stated)	-1.9	-0.6	92.0	-0.8	-24.7	-2.8	14.2	0.1	-7.0	-6.3
15	O=C(O)CCCN1C(=O)C2C3CC(C2C1=O)C1C(c2ccccc2)c2sc(=O)n(-c4ccccc4)c2SC31 (configuration not stated)	0.3	-3.4	103.0	-0.2	-7.1	5.4	8.9	-0.1	-1.6	3.1
16	O=C(Oc1ccccc1C(=O)N1CCOCC1)c1cccc(Br)c1	0.5	-2.1	95.0	-5.9	16.1	2.4	-1.5	0.1	0.6	10.8
17	COc1ccc(Cl)cc1NC(=O)CN(C)CC(=O)Nc1ccc(C)cc1Br	0.3	-1.4	100.0	-0.5	-2.7	4.2	4.5	0.5	6.5	-2.4
18	COCCN(C(=O)CCC(=O)Nc1ccccn1)C(C(=O)NC(C)(C)C)c1ccc(OC)cc1 (configuration not stated)	0.6	-0.8	93.0	-4.2	4.7	-6.3	0.3	0.0	0.9	-2.7
19	CCc1noc(N)c1C(=O)Nc1ccc(Cl)cc1	3.5	-1.1	90.0	3.5	6.8	-5.1	-2.7	-0.3	-7.7	-0.5
20	Cc1c(CC(=O)O)c(=O)oc2cc3occ(-c4ccc(F)cc4)c3cc12	2.1	1.2	98.0	-3.9	-10.2	-10.0	-0.5	-0.1	-15.0	3.9
21	CCN(CC)CCNc1ccc(Cl)cc1[N+](=O)[O-]	-1.9	-1.6	99.0	6.3	37.0	1.0	-5.7	-0.2	-1.1	-4.7
22	CC1(C)OC(=O)C2=C(CC(c3ccccc3)OC2CCc2ccccc2)O1 (configuration not stated)	-7.7	-0.6	98.0	-19.4	-2.6	-5.0	4.9	0.1	3.7	-5.1
23	O=C(NC(O)C(=O)c1ccccc1)c1cccs1 (configuration not stated)	-0.3	1.5	106.0	-4.4	4.8	1.2	10.0	0.0	8.9	1.2
24	COc1cc2c(cc1OC)CN(CC(=O)NC(=O)NCc1ccccc1)CC2	-0.8	3.5	100.0	0.4	23.1	-4.0	18.3	0.5	-2.2	2.4
25	Cc1ccc(C(=O)N2CCN(c3ncccn3)CC2)o1	0.5	-1.5	102.0	-11.7	-20.3	3.9	-4.0	0.1	-8.5	-2.3

Reformatted in transposed form: entries from further up.
20: Cc1c(CC(=O)O)c(=O)oc2cc3occ(-c4ccc(F)cc4)c3cc12
6: CCOC(=O)c1c(-c2ccc(C)cc2C)csc1NC(=O)CSc1nnnn1C

Screen / compound no.	20	6
Glyco luc inh	2.1	-14.8
MC4R barr agon	1.2	14.8*
ABCB6 inh MLPCN	98.0	98.0
TLR9-MyD88 inh	-3.9	7.4
Vif imaging	-10.2	-8.6
NOD2-RIPK2 inh	-10.0	-5.5
MC4R antag cAMP	-0.5	2.8
aDG glyco up	-0.1	0.1
Exocytosis inh	-15.0	5.3
ABHD5 PLIN5 PPI	3.9	-19.0

Grouped by structure: the compounds so far containing fluorine
nr	compound	Glyco luc inh	MC4R barr agon	ABCB6 inh MLPCN	TLR9-MyD88 inh	Vif imaging	NOD2-RIPK2 inh	MC4R antag cAMP	aDG glyco up	Exocytosis inh	ABHD5 PLIN5 PPI
12	Cc1nc(N2CCC(C)CC2)c2c(C)c(C(=O)Nc3ccc(C)c(F)c3)sc2n1	-1.0	1.8	87.0	6.6	1.6	-9.3	11.9	0.0	-5.3	0.6
20	Cc1c(CC(=O)O)c(=O)oc2cc3occ(-c4ccc(F)cc4)c3cc12	2.1	1.2	98.0	-3.9	-10.2	-10.0	-0.5	-0.1	-15.0	3.9

Remaining list, next part:
nr	compound	Glyco luc inh	MC4R barr agon	ABCB6 inh MLPCN	TLR9-MyD88 inh	Vif imaging	NOD2-RIPK2 inh	MC4R antag cAMP	aDG glyco up	Exocytosis inh	ABHD5 PLIN5 PPI
26	COc1cccc(-c2nn(-c3ccc(C)cc3)cc2C(=O)NCC2CCCO2)c1 (configuration not stated)	0.3	1.8	99.0	-2.3	10.8	-2.1	-4.9	0.0	-2.3	-3.8
27	CS(=O)(=O)N(CC(=O)N1CCN(c2ccccc2)CC1)C1CCCCC1	-1.0	-1.9	88.0	-4.0	4.4	-3.2	0.1	-0.1	0.7	5.5
28	CCN(CC)S(=O)(=O)c1ccc(OC)c(NC(=O)c2ccc(=O)[nH]c2)c1	0.7	1.6	99.0	-4.2	-3.3	-13.3	1.7	0.0	7.3	11.5
29	Cc1nn(-c2ccccc2)c(N2CCCCC2)c1/C=N/NC(=O)c1ccncc1	-2.5	-1.2	103.0	1.0	0.1	-8.1	3.8	-0.1	0.0	-5.9
30	CCN(CCCNC(=O)CC1Oc2ccc(C)cc2NC1=O)Cc1ccccc1 (configuration not stated)	1.1	-0.2	94.0	3.5	12.9	0.0	4.8	0.0	-0.8	1.0
31	O=C(NNC(=S)Nc1ccc(F)cc1F)c1ccco1	0.5	-4.4	99.0	-17.0	0.4	-1.1	-0.6	0.0	13.5	-5.0
32	CC1(C)CC2(OC2c2ccccc2[N+](=O)[O-])C(=O)c2ccccc21 (configuration not stated)	-1.3	0.4	97.0	5.9	-2.4	-1.4	5.5	-0.3	-2.9	-3.5
33	O=C1c2ccccc2[C@@H]2C[C@@H](O)[C@H](Nc3cccc(Cl)n3)CCN12	1.1	2.3	102.0	-2.2	6.7	4.2	11.6	-0.1	-1.5	1.0
34	Cc1cnc([N+](=O)[O-])n1CCOC(=O)c1cccc(F)c1	-0.4	0.6	95.0	-20.0	-0.5	1.0	3.2	0.1	-6.5	3.0
35	COc1cc2c(cc1OC)CN(C(=O)CSc1n[nH]c(N)n1)CC2	-0.3	0.1	114.0	2.0	·	-0.1	-2.2	0.3	-2.0	-2.7
36	O=C(NC1CCN(Cc2ccccc2)CC1)c1cccc(Br)c1	-0.8	0.9	103.0	-14.9	-9.1	1.8	12.2	-0.1	11.0	-7.2
37	CCc1cc(OCCN2C(=O)NC(C)(C)C2=O)ccc1Cl	-2.1	-2.4	98.0	2.6	-1.4	7.1	3.4	0.4	1.0	-0.9
38	CNC1(c2nnnn2-c2ccccc2C)CCOC(C)(C)C1 (configuration not stated)	0.0	-1.1	95.0	0.7	-1.8	-5.0	3.5	0.0	-1.2	2.4
39	O=C(c1ccc(Cl)cc1)c1cnc(Nc2ccccc2Cl)s1	-10.4	9.9*	101.0	14.3	1.5	4.3	7.3	-0.3	-1.7	-3.5
40	Cc1nnc(SC(C)C(=O)Nc2c(C)n(C)n(-c3ccccc3)c2=O)n1N (configuration not stated)	1.1	-0.4	101.0	1.8	8.5	2.8	-1.4	-0.1	-0.2	-0.8
41	S=C(NCc1ccco1)N1CCN(c2nc(-c3ccc(Cl)cc3)cs2)CC1	4.9	-1.6	84.0	2.7	-9.3	-3.4	3.2	1.2	15.3	-2.5
42	COC(=O)c1ccc(NC(=O)Nc2ccc(OC)c(OC)c2)cc1	0.5	-0.4	99.0	1.1	·	0.9	5.2	0.6	-3.3	1.4
43	O=C(Cc1ccccc1)N1CCN(S(=O)(=O)c2ccc([N+](=O)[O-])cc2)CC1	2.8	-2.3	99.0	-5.0	·	5.2	2.7	0.2	-1.6	1.2

A few values from the entries so far.
no. 34 @ ABCB6 inh MLPCN: 95.0
no. 31 @ Glyco luc inh: 0.5
no. 28 @ NOD2-RIPK2 inh: -13.3
